# Bioassay records from PubChem.
# M. tuberculosis HTS = M. tuberculosis growth inhibition, HTS (AID 449762); M. tuberculosis H37Rv growth inhibition, 7H9 media; higher % means a stronger effect; inhibition, % at 25 µM; hits with a dose series show IC50 in µM; hit rate 0.59% among 330,000; in the data active means a potency from the dose series; inconclusive means inhibition above about 70% without an active follow-up result;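 further: bacterial growth assessed after seven days of incubation; strong numbers were not always called active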
# PhoP GFP inhibition = PhoP regulon inhibitors, Salmonella typhi PhoP promoter GFP reporter, confirmatory (AID 1850); hit rate 0.33% among 310,000; inhibition, % at 50 µM; hits with a dose series show IC50 in µM; Salmonella Typhi PhoP-promoter GFP reporter, fluorescence, 4 h; higher % means a stronger effect; in the data active means a potency from the dose series; inconclusive means inhibition mostly from about 25% at the one dose, without a potency; inactive means the rest, 99 in 100 with inhibition below about 19%;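 further: 0% = induced wells with vehicle and 100% = uninduced wells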
# H1N1 NS1A inhibition = H1N1 influenza NS1A inhibitors, functional cell based assay (AID 504329) | inhibition, % at 12.5 µM, or IC50 in µM where a hit was titrated | hit rate 0.3% among 340,000 | NS1A functional cell-based assay, percent inhibition; higher % means a stronger effect; in the data active means a potency from the dose series; inconclusive means inhibition above about 27% without an active follow-up result; further: strong numbers were not always called active
# inhibitors of VEEV = inhibitors of VEEV TC-83 cytopathic effect, confirmation, Vero cells (AID 588727); hit rate 0.13% among 350,000; one-dose inhibition, % at 20 µM; IC50 in µM for titrated hits; Vero cells, VEEV TC-83 cytopathic effect inhibition; higher % means a stronger effect; in the data active means a potency from the dose series; inconclusive means inhibition mostly from about 14% at the one dose, without a potency; inactive means the rest, 99 in 100 with inhibition below about 12%; further: strong numbers were not always called active
# M. tuberculosis = growth inhibition of non-replicating M. tuberculosis (AID 488890). hit rate 0.39% among 320,000. inhibition, % at 25 µM; hits with a dose series show IC50 in µM. Mycobacterium tuberculosis non-replicating, growth inhibition; higher % means a stronger effect; in the data active means a potency from the dose series; inconclusive means inhibition mostly from about 82% at the one dose, without a potency; inactive means the rest, 99 in 100 with inhibition below about 76%;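 further: plate controls were DMSO cells for no effect and high antibiotic wells for full effect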
# inhibitors of VEEV 10K pilot screen = also measured in inhibitors of VEEV; calls as there; inhibition, %; measured here: 10K pilot screen inhibition
# * hit, by the source's call; i = inactive; ? = inconclusive; nt = not tested or not shown.
SMILES,M. tuberculosis HTS,PhoP GFP inhibition,H1N1 NS1A inhibition,inhibitors of VEEV,M. tuberculosis,others
CNC(=O)CSc1nnc(COc2ccc(Cl)cc2)n1CCOC,0%,7%,-2%,3.6%,4%,inhibitors of VEEV 10K pilot screen=0.5
CCn1c(O)c(/C=N/N=C/c2ccc(OC)cc2)c2cc(C3=NNC(=O)CC3)ccc21,9%,1%,-5%,6.2%,-7%,
CN1CCN(S(=O)(=O)c2cccc3nsnc23)CC1,-8%,-12%,-2%,i,-7%,
CC(O)[C@H]1CNCCN1CCc1cccc(F)c1 (some centres undefined),7%,-8%,-8%,2.2%,-2%,
Cc1ccccc1C(=O)N1CCN(S(=O)(=O)c2ccccc2)CC1,1%,-4%,-6%,2.1%,-9%,
CCOc1ccccc1NC(=O)Cc1cccs1,2%,0%,-1%,0.7%,10%,
Cc1ccsc1CN(C(=O)c1ccc([N+](=O)[O-])cc1)C1CCS(=O)(=O)C1 (centres undefined),10%,-7%,-1%,3.2%,4%,
O=C(NCCc1ccccc1F)C1CCCN1S(=O)(=O)c1ccccc1 (centres undefined),-4%,-2%,-9%,i,-4%,
S=C(NCCCN1CCOCC1)N1CCOCC1,-1%,-2%,-3%,i,-5%,
CC(C)CC(=O)Nc1nnc(SCC(=O)Nc2nccs2)s1,-8%,-15%,-7%,i,-13%,
CCCNC(=O)c1cccc(COCC(F)(F)C(F)F)c1,-3%,-7%,2%,1.6%,16%,
CC1Oc2ccccc2N(CC(=O)N2CCCc3ccccc32)C1=O (centres undefined),-22%,-8%,2%,1.4%,-1%,
COc1ccc2c(CC(=O)Nc3ccc(N4CCOCC4)cc3)coc2c1,2%,-9%,-9%,0.7%,9%,
CS(=O)(=O)NCCCNc1ccc(Cl)cc1[N+](=O)[O-],8%,0%,0%,i,-6%,
CCc1nnc(NC(=O)CSc2nnc(-c3ccc(OC)cc3)n2C)s1,2%,4%,-8%,2.3%,16%,
Cc1ccc(/C=C/S(=O)(=O)NCC(=O)OCC(=O)Nc2c(F)cccc2F)cc1,5.3µM*,3%,8%,8.2%,70%,
O=C(Oc1ccccc1N1C(=O)C2CC=CCC2C1=O)c1ccc(Br)cc1 (centres undefined),10%,5%,-2%,4.1%,47%,
NS(=O)(=O)c1ccc(CCNC(=O)CCS(=O)(=O)c2ccc(Br)cc2)cc1,-3%,9%,-20%,1.2%,8%,
COc1ccc2[nH]c3c(=O)n(Cc4ccc(C(=O)N5CCCC5)cc4)c(=S)[nH]c3c2c1,0%,0%,-3%,11%,-21%,
O=c1[nH]c(N/N=C/c2ccccc2Br)nnc1-c1ccccc1,10%,4%,6%,11%,49%,
CS(=O)Cc1cc(Oc2ccccc2)nc(-c2ccncc2)n1 (centres undefined),5%,5%,-3%,0.3%,20%,inhibitors of VEEV 10K pilot screen=0.5
Cc1nc(C(=O)NC2CCOCC2)sc1C1(C)CC(c2cccc([N+](=O)[O-])c2)=NO1 (centres undefined),-3%,-12%,0%,1.1%,-19%,
CCOC(=O)c1ccc(NC(=O)c2nc[nH]c2C(=O)N2CCN(c3ccccc3)CC2)cc1,5%,-13%,-11%,2.5%,22%,
CCCCCc1n[nH]c2c1CCCC2,?,-1%,-3%,1.8%,?,
CCOP(=O)(C#CC(C)(C)C)C1(O)CCCCC1 (centres undefined),-3%,-6%,3%,i,-4%,

# Next part; the last six above are carried over.
SMILES,M. tuberculosis HTS,PhoP GFP inhibition,H1N1 NS1A inhibition,inhibitors of VEEV,M. tuberculosis,others
O=c1[nH]c(N/N=C/c2ccccc2Br)nnc1-c1ccccc1,10%,4%,6%,11%,49%,
CS(=O)Cc1cc(Oc2ccccc2)nc(-c2ccncc2)n1 (centres undefined),5%,5%,-3%,0.3%,20%,inhibitors of VEEV 10K pilot screen=0.5
Cc1nc(C(=O)NC2CCOCC2)sc1C1(C)CC(c2cccc([N+](=O)[O-])c2)=NO1 (centres undefined),-3%,-12%,0%,1.1%,-19%,
CCOC(=O)c1ccc(NC(=O)c2nc[nH]c2C(=O)N2CCN(c3ccccc3)CC2)cc1,5%,-13%,-11%,2.5%,22%,
CCCCCc1n[nH]c2c1CCCC2,?,-1%,-3%,1.8%,?,
CCOP(=O)(C#CC(C)(C)C)C1(O)CCCCC1 (centres undefined),-3%,-6%,3%,i,-4%,
CCOC(=O)COc1ccc(Br)cc1/C=C/c1[nH]c(=O)[nH]c(=O)c1[N+](=O)[O-],38%,0%,-3%,3.4%,59%,
CC(C)OCCCN1C=C2C(=O)C(C)(OC(=O)CCc3ccccc3)C(=O)C=C2C=C1c1ccc(C#N)cc1 (centres undefined),7%,-3%,nt,nt,3%,
CCOc1ccc2[nH]c(=O)c(CN(Cc3ccco3)C(=O)c3cccc(F)c3)cc2c1,1%,-6%,4%,0.8%,4%,
CN1CCN(S(=O)(=O)c2ccc3c(c2)CC(=O)N3C)CC1,-8%,-8%,-9%,3.2%,-10%,
C=C1CC(Cn2cc(Br)c(=O)[nH]c2=O)(c2ccc(-c3ccccc3)cc2)OC1=O (centres undefined),nt,nt,6%,3.4%,nt,
CCN(CC)CCOC(=O)C1(c2ccc([N+](=O)[O-])cc2)CCCC1,1%,-5%,1%,1.0%,-15%,
CCOC(=O)c1cc(C(C)=O)c(=O)[nH]c1C,-1%,-6%,-7%,2.2%,-18%,
Cc1ccccc1N(CC(=O)N1CCc2ccccc2C1)S(C)(=O)=O,5%,3%,-4%,0.1%,-10%,
Cc1ccc(-n2c(Cc3cccn3C)nnc2SCC(=O)Nc2ccc3c(c2)OCO3)cc1,2%,3%,15%,1.1%,20%,inhibitors of VEEV 10K pilot screen=3.5
O=C(c1ccccc1Oc1ccc([N+](=O)[O-])cc1)N1CCOCC1,1%,-1%,23%,3.4%,2%,
COc1ccc(NC(=O)CN(Cc2ccccc2)Cc2ccccc2)cc1S(N)(=O)=O,0%,-10%,-5%,0.8%,11%,
Cc1cc(C)c(S(=O)(=O)N2CCCCC2C(=O)O)c(C)c1 (centres undefined),5%,-3%,-12%,2.0%,1%,
CC1CC(C)(C)CC2(C1)NC(=O)N(CC(=O)OCc1ccc(Br)cc1)C2=O (centres undefined),7%,nt,5%,2.0%,-7%,
COCCn1c(SCc2c(F)cccc2Cl)nc2c1c(=O)[nH]c(=O)n2C,-1%,-6%,2%,0.2%,26%,
COc1ccc(-c2cc(C(=O)OCC(=O)NC(C)C)c3ccccc3n2)cc1,1%,-1%,-3%,0.3%,22%,
CCOC(=O)/C(C#N)=C/NC(=O)NC(C)(C)C,-6%,-18%,3%,1.1%,-7%,
COC(=O)CN1C(=O)[C@H]2[C@@H](c3ccc(C)o3)N3C(=O)CN(Cc4ccc(-c5ccccc5)cc4)C(=O)[C@@]3(C)[C@H]2C1=O,-1%,-2%,2%,1.4%,0%,inhibitors of VEEV 10K pilot screen=0.5
CCCN(CCC)S(=O)(=O)c1cc(CN2C(=O)c3cccnc3C2=O)ccc1OC,-2%,-2%,20%,i,-7%,
COc1ccc(/C=C/C(=O)OCC(=O)NC2CCS(=O)(=O)C2)cc1 (centres undefined),1%,nt,0%,1.4%,5%,
CC1CCCCN1CC(=O)c1c(N)n(Cc2ccccc2)c(=O)n(C)c1=O (centres undefined),0%,-2%,2%,0.4%,0%,
O=C(Cn1nnc2c(cnn2-c2ccccc2)c1=O)N1CCN(c2ccccc2F)CC1,0%,-5%,5%,i,6%,
COc1ccc(/C=N/Nc2snc(SC)c2C#N)cc1OC,-6%,2%,9%,8.4%,23%,
CCCCNC(=O)CC1N=C2c3ccccc3N=C(SCC(=O)Nc3ccc(OC)cc3)N2C1=O (centres undefined),0%,-3%,-1%,6.6%,21%,
O=C(NCc1ccccc1)c1ccc2c(=O)[nH]c3c(C(=O)NCC4CCCO4)sc(=S)n3c2c1 (centres undefined),9%,-5%,11%,11%,21%,
CCCCCn1c(=O)c(C(=O)NCc2ccco2)c(O)c2ccccc21,9%,-14%,6%,1.4%,2%,
# Other entries.
SMILES,M. tuberculosis HTS,PhoP GFP inhibition,H1N1 NS1A inhibition,inhibitors of VEEV,M. tuberculosis,others
C=CCn1c(SCc2ccccc2F)nc2cc(C(=O)O)ccc2c1=O,-10%,4%,8%,i,18%,
CC(=O)NCCOc1nc(N(C)C)nc(N2CCOCC2)n1,-11%,3%,-5%,0.4%,-18%,
CC(C)N1CCN(Cc2cc3c(cc2Cl)OCO3)CC1CCO (centres undefined),8%,-2%,-23%,3.3%,0%,
CSc1sc(C(=O)NNC(=O)c2ccc(Cl)cc2)c2c1C=CCC2,5%,1%,-15%,0.8%,9%,
COc1ccc(C(=O)/C=C/Nc2cc(C)on2)c(OC)c1,-3%,-6%,-5%,3.9%,-2%,
Cc1ccc(C(=O)c2ccccc2C(=O)Nc2ccccc2)cc1,6%,1%,-7%,0.3%,-10%,
Cc1ccc2nc(-c3ccncc3)cc(C(=O)Nc3ccc(F)cc3C)c2c1,-9%,-15%,-2%,3.0%,-13%,
Cc1c(C2(O)CCCCC2)[nH]c2cnccc12,6%,nt,2%,i,-23%,
COc1ccccc1/C=N\N=C(\N)c1ccccn1,10%,-3%,-11%,i,43%,
COc1cccc(NC(=O)CN(C)C(=O)c2cc(C3CC3)nn2-c2ccccc2)c1,-7%,nt,-3%,9.7%,35%,
N#CCC(=O)N/N=C\c1ccccc1OC/C=C/c1ccccc1,13%,-7%,6%,7.2%,11%,
CCCCN1CN(Cc2ccccc2)CNC1=S,2%,1%,-2%,3.5%,-3%,
Cc1ccc(NC(=S)Nc2ccc(C(C)C)cc2)cc1S(=O)(=O)N1CCCCCC1,-7%,10%,26%,12%,?,
Cc1cc(C)n(-c2ccc(Cl)c(C(=O)OCC(=O)N3CCCCC3C)n2)n1 (centres undefined),-1%,4%,-2%,0.6%,8%,
COc1cccc(N(CC(=O)NC2CCCCC2)C(=O)c2snc(C(N)=O)c2N)c1,0%,2%,6%,1.8%,39%,
COc1ccc(-c2cc(C(F)(F)F)c(C#N)c(SCC(=O)Nc3nc(C)co3)n2)cc1,2%,-8%,-5%,i,12%,
Nc1c(C(=O)C2CC2)sc2nc3c(cc12)CCC3,-8%,-4%,-13%,0.2%,-18%,
COCCC(=O)N1CCC(Oc2ccc(C(=O)N3C[C@H]4CC[C@H]3C4)cc2)CC1,-10%,-5%,-4%,4.0%,-18%,
O=C(CCS(=O)(=O)c1ccc(Cl)cc1)Oc1ccc2c(c1)OCO2,-1%,-2%,-4%,2.0%,i,
Cc1ccc(NC(=O)COc2coc(CN3CCc4ccccc4C3)cc2=O)c(C)c1,10%,4%,-14%,0.5%,14%,
CC(c1ccccc1F)n1cc(C(=O)NCCCc2nc3ccccc3[nH]2)nn1 (centres undefined),-13%,-1%,-2%,0.5%,-19%,
COc1cccc(NC(=O)CN(C)C(=O)c2cn(-c3ccccc3)nc2-c2cccnc2)c1,1%,nt,0%,8.3%,28%,
C[C@@H]1OC(Nc2ccc(N=Nc3ccccc3)cc2)[C@H](O)[C@H](O)[C@H]1O (some centres undefined),70%,7%,nt,3.4%,32%,
c1csc(-c2nc(N3CCCCC3)no2)c1,3%,-1%,0%,0.3%,64%,
CCCCC1(C)OC(=O)C(=Cc2ccc(SC)cc2)C(=O)O1 (centres undefined),-8%,-2%,-7%,0.8%,18%,
# More records follow:
SMILES,M. tuberculosis HTS,PhoP GFP inhibition,H1N1 NS1A inhibition,inhibitors of VEEV,M. tuberculosis,others
O=C(Nc1ccc(F)cc1F)C1CCN(c2ncnc3c2sc2cccc(F)c23)CC1,-4%,2%,13%,i,30%,
Oc1ccc(Nc2nc(N3CCCC3)c3ccccc3n2)cc1,?,7%,24%,i,?,
CC(C)OCC(O)CN (centres undefined),-1%,-1%,-9%,3.0%,4%,
Cc1oc2cc3oc(=O)c(CC(=O)NCC(=O)N[C@@H](C(=O)O)c4ccccc4)c(C)c3cc2c1C,-9%,3%,-3%,0.8%,-15%,
Cc1ccc(Cl)c(OCC(=O)Nc2ccccc2N2CCCCC2)c1,16%,7%,-12%,4.5%,11%,
O=C(O)C1(P(=O)(c2ccccc2)c2ccccc2)CCCC1,0%,11%,4%,1.4%,-7%,
O=C1NC(=O)N(Cc2cccs2)C(=O)/C1=C/c1ccc(N2CCOCC2)cc1,-4%,15%,2%,i,6%,
O=C1OCCC1NC1=NCCC1 (centres undefined),3%,1%,3%,2.4%,7%,
Cc1ccc2nc(Nc3ccccc3)cc(C)c2c1,60%,-2%,-5%,0.7%,58%,
Cc1nnc2ccc(-c3ccc(NC(=O)c4ccc(Cl)nc4)cc3)nn12,5%,-5%,nt,nt,4%,
CCn1cc(CN2CCc3c([nH]c4ccccc34)C2c2cccc(O)c2)c(C)n1 (centres undefined),-1%,0%,1%,7.6%,8%,
Cc1ccc(OCCNCc2ccccc2)c(C)c1,8%,-2%,-1%,3.0%,36%,
